BRCA1 expr act – activators of BRCA1 expression | MCF7-BRCA1-FFLuc reporter, luminescence, 48 h; response scale: scaled: vehicle 0%, 10 µM genistein 100% | Potency, µM (top dose mostly 46.1 µM), inactives show top-dose activation, usual class: activators | actives 1.1% (n = 380,000) | AID 624202; also: potency is read from the fitted curve at half-maximal effect; nearly all actives have a fitted effect of over 80% in size; some results filed as inactive show a strong effect at the top dose
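Luminescence from a BRCA1-driven firefly luciferase in MCF7 cells was the read-out, taken 15 min after substrate addition following 48 h compound exposure at 37 °C. Data were normalized to a 10 microM genistein control and DMSO vehicle.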
p53 reactivation – mutant p53 re-activation in reporter cells | AID 504706 | Potency, µM (highest dose often 92.2 µM), without a hit: top-dose activity change, positive = activation, most hits filed as activators | H1299 p53-A138V BP100-luciferase reporter, luminescence, 24 h | actives 0.063% (n = 320,000); also: potency is read from the fitted curve at half-maximal effect; % of control where 0% means no effect; nearly all actives have a fitted effect of over 45% in size
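H1299 (p53-null), stable ts p53-A138V + BP100-Luc; 1000 cells/well, Opti-MEM/10% FBS; cpd 4 pt, 1:5; 24 h, 37 deg C, 5% CO2; detection reagent 10 min RT; luminescence.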
Tb PFK inh – T. brucei PFK enzyme inhibition; T. brucei PFK, ADP-Glo luminescence; Potency, µM (top dose mostly 57.5 µM), inactives show at the highest dose activity, negative = inhibition, hits mostly inhibitors; actives 0.17% (n = 330,000); AID 485367;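 also: potency is read from the fitted curve at half-maximal effect; 0% = uninhibited 1x PFK enzyme wells and -100% = no-enzyme wells; nearly all actives have a fitted effect of over 60% in size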
Target sequence (O15648 whole entry, looked up): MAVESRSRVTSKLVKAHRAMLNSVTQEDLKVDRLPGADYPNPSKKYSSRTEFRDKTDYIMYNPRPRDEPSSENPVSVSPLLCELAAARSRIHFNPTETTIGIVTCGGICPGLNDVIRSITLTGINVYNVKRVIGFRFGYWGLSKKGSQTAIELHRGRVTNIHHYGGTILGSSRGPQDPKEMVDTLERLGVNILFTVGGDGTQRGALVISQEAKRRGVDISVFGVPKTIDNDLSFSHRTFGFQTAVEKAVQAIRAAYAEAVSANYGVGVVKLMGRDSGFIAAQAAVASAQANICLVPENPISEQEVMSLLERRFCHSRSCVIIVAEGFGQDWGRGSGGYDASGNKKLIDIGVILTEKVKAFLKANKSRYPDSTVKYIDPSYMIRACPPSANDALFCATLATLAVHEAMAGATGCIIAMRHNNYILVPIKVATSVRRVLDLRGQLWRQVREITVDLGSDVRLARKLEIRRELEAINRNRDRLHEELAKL
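Activity is normalized to no-enzyme wells (full inhibition) and 1.25 nM enzyme wells (no inhibition). Reaction: 0.5 mM F6P, 0.1 mM ATP, 45 min RT, ADP-Glo luminescence; concentration-response curves fitted and classed by quality.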
TRPV1 agonist – human TRPV1 agonism; Q8NER1; TRPV1-expressing cells, Fluo-8 calcium influx, agonist mode; activation, % at 8.33 µM; actives 0.19% (n = 320,000); in the data active = activation above about 80%; inconclusive = between about 30% and that limit; also: 0% is about no effect
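TRPV1-expressing cells were cultured overnight at 35.5C and loaded with Fluo-8 calcium dye for 40 to 90 min at room temperature. After a 10 s baseline, compound was added and calcium influx was read kinetically for 3 min (ex 480/em 520 nm).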
FLuc modulator – firefly luciferase modulation, counter-screen for miR-21 project | P08659 | purified FLuc, Km substrates, luminescence inhibition | Potency, µM (top dose mostly 57.5 µM), inactives show at the top dose activity change, negative = inhibition, actives largely listed as inhibitors | actives 6.9% (n = 360,000) | AID 588342;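 also: potency is read from the fitted curve at half-maximal effect; plate controls were vehicle for no effect and reference inhibitor for full effect; nearly all actives have a fitted effect of over 55% in size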
Target sequence (P08659 whole entry, looked up): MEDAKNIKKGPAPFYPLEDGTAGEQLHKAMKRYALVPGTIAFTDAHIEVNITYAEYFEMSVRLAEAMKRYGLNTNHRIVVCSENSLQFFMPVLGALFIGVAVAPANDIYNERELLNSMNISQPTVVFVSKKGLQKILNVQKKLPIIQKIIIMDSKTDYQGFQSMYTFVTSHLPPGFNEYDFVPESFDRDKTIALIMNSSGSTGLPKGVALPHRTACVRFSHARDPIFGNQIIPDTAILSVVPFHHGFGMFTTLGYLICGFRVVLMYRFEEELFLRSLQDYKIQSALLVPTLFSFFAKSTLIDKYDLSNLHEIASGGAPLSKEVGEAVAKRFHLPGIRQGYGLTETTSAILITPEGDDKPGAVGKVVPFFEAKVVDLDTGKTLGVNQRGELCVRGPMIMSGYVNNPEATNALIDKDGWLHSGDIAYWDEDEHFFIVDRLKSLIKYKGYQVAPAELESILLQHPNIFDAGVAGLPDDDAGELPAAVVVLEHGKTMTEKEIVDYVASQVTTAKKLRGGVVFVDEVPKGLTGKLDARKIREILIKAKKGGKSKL
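Purified P. pyralis luciferase, 10 nM final, with Km-level 10 uM D-luciferin and 10 uM ATP in 50 mM Tris acetate pH 7.5, 10 mM Mg acetate, 0.01% Tween-20, 0.05% BSA; 6-point qHTS titration about 60 µM downward; luminescence read.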
NPC1 prom act – activates the NPC1 promoter | Huh7 NPC1 promoter luciferase reporter, 24 h | Potency, µM (titrated, usually from 9.22 µM), for the others: at the top dose activation, usual class: activators | actives 2.4% (n = 320,000);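 also: potency is read from the fitted curve at half-maximal effect; % of control where 0% means no effect; nearly all actives have a fitted effect of over 60% in size; reporter is driven by a mutant NPC1 promoter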
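Compounds in DMSO were transferred onto Huh7 NPC1-luciferase reporter cells pre-incubated 2 h; after 24 h at 37 °C, Amplite reagent was dispensed and luminescence recorded 10 min later.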
Rab9 promoter act – activators of Rab9 promoter; Huh7 Rab9 promoter-luciferase reporter, luminescence, 24 h; Potency, µM (top dose mostly 9.22 µM), for inactives: at the highest dose activation, negative = inhibition, usual class: activators; actives 2.8% (n = 320,000); AID 485297; also: potency is read from the fitted curve at half-maximal effect; % of control where 0% means no effect; nearly all actives have a fitted effect of over 60% in size
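Cells were plated at 1500 per well in reduced-serum medium with 10% FBS and left 2 h. Compound in DMSO was then added for 24 h at 37 °C. Reporter signal was read by luminescence after 10 min with luciferase detection reagent.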
RORg inh – inhibitors of mouse ROR gamma transcriptional activity; Drosophila S2 Gal4-RORgamma UAS-luciferase reporter, 20 h; Potency, µM (series often up to 53.6 µM), for the others: top-dose activity change, negative = inhibition, most hits filed as inhibitors; actives 5.4% (n = 310,000); AID 2551; also: potency is read from the fitted curve at half-maximal effect; % is scaled to controls: 0 for no effect and ±100 for the full control effect; nearly all actives have a fitted effect of over 60% in size
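Luciferase reporter read in Schneider cells carrying Gal4-RORγ (mouse) and UAS-Photinus luciferase; cells given compound 1 h before 700 uM copper sulfate induction, then incubated 20 h at ambient temperature.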
ELG1 genotox – genotoxicity induction in ELG1-luciferase HEK293T cells; HEK293T ELG1-luciferase reporter, luminescence, 16 h; Potency, µM (top dose mostly 46 µM), without a hit: top-dose activity change, positive = activation, actives largely listed as activators; actives 1.3% (n = 330,000); also: potency is read from the fitted curve at half-maximal effect; % of control where 0% means no effect; nearly all actives have a fitted effect of over 60% in size
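HEK293T cells expressing luciferase-tagged ELG1 were treated with compound or DMSO for 16 hr at 37°C. Luciferase activity was then read after 30 min with ONE-Glo at room temperature; rising signal flags genetic stress.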
Gal4-VP16 FLuc – counter-screen for ROR gamma inhibitors: Gal4-VP16 reporter; Drosophila S2 Gal4-VP16 UAS-luciferase, luminescence, 20 h; Potency, µM (doses to about 53.6 µM), for the others: at the top dose activity, negative = inhibition, actives largely listed as inhibitors; actives 3.5% (n = 310,000);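 also: Gal4-VP16 expression switched on by copper sulfate through the metallothionein promoter; potency is read from the fitted curve at half-maximal effect; % is scaled to controls: 0 for no effect and ±100 for the full control effect; nearly all actives have a fitted effect of over 50% in size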
ELG1 repair inh – inhibitors of ELG1-dependent DNA repair in HEK293T cells; HEK293T ELG1-luciferase reporter, luminescence, 16 h; DNA damage induced by 5-fluorouridine; Potency, µM (doses to about 46.1 µM), for the others: top-dose activity change, negative = inhibition, actives largely listed as inhibitors; actives 2.3% (n = 330,000); AID 504467; also: potency is read from the fitted curve at half-maximal effect; % is scaled to controls: 0 for no effect and ±100 for the full control effect; nearly all actives have a fitted effect of over 55% in size
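Reporter activity after DNA damage by 5-fluorouridine is monitored. Compound-treated cells incubate 16 hr at 37 °C, then ONE-Glo is added for 30 min before luminescence reading.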
Active calls of the source: *; ? = inconclusive; nt = not tested or not shown; [ ] = remark or other dose. Unless noted, calls follow the shape of the dose curve; as a rule, active = well fitted curve in the direction sought with a large enough effect; inconclusive = small, poorly fitted or top-dose-only effect, or another doubt; inactive = no such curve, though single readings can be large; an effect the other way counts as inactive or inconclusive.

SMILES	BRCA1 expr act	p53 reactivation	Tb PFK inh	TRPV1 agonist	FLuc modulator	NPC1 prom act	Rab9 promoter act	RORg inh	ELG1 genotox	Gal4-VP16 FLuc	ELG1 repair inh
COc1ccc(NC2c3ccccc3C(=O)N2c2ccccn2)cc1 (centres undefined)	15%	3%	0%	18	0%	-1%	3%	-13%	-2%	8%	?
O=C(NCc1ccncc1)c1ccc(Oc2ccccc2)cc1	-30%	-2%	-4%	91*	-15%	-11%	-10%	?	0%	?	7%
Cc1ncc2c(c1OC(=O)c1ccc([N+](=O)[O-])cc1)COC(C)(C)OC2	-4%	-5%	-4%	?	-6%	-1%	-4%	1%	-2%	-4%	0%
Cc1c(NC(=O)c2cnn3c2NC(c2ccccc2)CC3C(F)(F)F)c(=O)n(-c2ccccc2)n1C (centres undefined)	3%	-3%	-5%	-11	1%	-2%	0%	0%	-3%	-3%	0%
Cc1ccc(S(=O)(=O)N(Cc2cccc(C)c2)C(=O)N2CCN(C)CC2)cc1	-16%	10%	4%	-2	3%	-3%	-6%	nt	1%	nt	?
O=C(NCCSCc1ccco1)c1ccc(=O)[nH]c1	-5%	0%	2%	-2	7%	0%	4%	-4%	0%	-13%	-7%
Cc1ccc(NC(=O)COC(=O)c2cc(Cl)ccc2[N+](=O)[O-])c(C)c1	-9%	-7%	1%	3	1%	-1%	-2%	12%	1%	-2%	-2%
COCC(C)n1c(C)cc(C(=O)COC(=O)c2cc(=O)[nH]c3ccccc23)c1C (centres undefined)	-57%	19%	-4%	nt	nt	nt	nt	nt	?	nt	?
N#Cc1c(/N=C/c2ccco2)sc2c1CCC2	2%	-11%	1%	2	2.4µM*	-3%	-1%	21%	2%	8%	?
O=C(NCCOc1ccccc1Cl)c1ccc2c(c1)S(=O)(=O)c1cc(Cl)ccc1C2=O	10%	1%	-1%	nt	nt	nt	nt	nt	0%	nt	-30%
CCOc1ccc(N(CC(=O)N2CCCCCC2)S(=O)(=O)c2ccc(F)cc2)cc1	10%	-2%	2%	2	-1%	-4%	3%	9%	12%	2%	1%
Cc1ccc(S(=O)(=O)Nc2cc(C(=O)N3CCOCC3)ccc2N2CCCCC2)cc1	-9%	-2%	0%	28	12%	2%	5%	-14%	-2%	-1%	0%
CS(=O)(=O)N1CCCC(C(=O)NCCN2CCC(Cc3ccccc3)CC2)C1 (centres undefined)	5%	-14%	-3%	9	-1%	-3%	-1%	-16%	0%	-10%	1%
CCOC(=O)N1CCC2(CC1)C(C#N)=C(N)Oc1n[nH]c(CSc3ccc(C)cc3)c12	-35%	-1%	-1%	5	0%	2%	0%	-2%	2%	6%	-15%
Cc1ccc(C23CC4CC(CC(CN)(C4)C2)C3)cc1	-89%	-9%	3%	-2	-3%	-5%	-9%	?	-11%	-5%	?
O=C(COC(=O)c1ccccc1C(=O)c1ccccc1)Nc1cccc([N+](=O)[O-])c1	19%	14%	5%	6	?	2%	3%	?	5%	12%	-14%
O=C(CCc1nnc2ccc(N3CCC4(CC3)OCCO4)nn12)NCc1ccccc1Cl	-1%	-7%	-3%	-1	1%	-1%	0%	9%	3%	-2%	?
CCC(O)c1cc2c(cc1NC(=O)c1cccs1)OCCO2 (centres undefined)	-9%	4%	-3%	-13	0%	0%	-6%	26%	-1%	20%	11%
CCc1ccc2[nH]c3nc(SCC(=O)NNC(=O)c4ccc(C(C)(C)C)cc4)nnc3c2c1	-58%	-2%	-2%	0	0%	-5%	-15%	13µM*	24%	0%[0.365 µM]	-1%
COC(=O)Nc1ccc(S(=O)(=O)NC2CCS(=O)(=O)C2)cc1 (centres undefined)	2%	2%	0%	-1	0%	-4%	-5%	9%	-4%	-3%	-6%
O=C(CCSCCC(=O)Nc1c(F)c(F)c(F)c(F)c1F)Nc1c(F)c(F)c(F)c(F)c1F	3%	-2%	-3%	0	4%	-2%	10%	-8%	-4%	2%	-11%
Cn1cnnc1SCC(=O)NCCc1ccccc1	2%	3%	0%	0	0%	1%	0%	10%	-3%	-1%	-2%
CN1C(=O)C2(CCCCC2)C1c1ccccc1 (centres undefined)	5%	23%	1%	nt	nt	nt	nt	nt	1%	nt	?
CCOC(=O)C1C(=O)C(C(=O)OCC)C(c2cccnc2)NC1c1cccnc1 (centres undefined)	-29%	0%	-10%	2	-1%	1%	22%	-7%	5%	2%	2%
CC1=C/C(=N\OS(=O)(=O)c2ccccc2)C(C)=CC1=O	-96%[inhibitor]	-14%	-3%	-1	-3%	-13%	-37%[inhibitor]	1.1µM*	-31%[inhibitor]	2.5µM*	?
Cc1ccsc1C(=O)NNC(=O)COc1ccc(Br)cc1	1%	19%	-3%	nt	nt	nt	nt	nt	6%	nt	?
CCOC(=O)c1c(C)c(C(=O)N2CCCCCC2)c(C)n1C	11%	-6%	-4%	1	-7%	-4%	1%	12%	-1%	4%	-21%
COCCNC(=O)/C(C#N)=C/c1ccc(C(=O)O)cc1	-4%	-1%	-5%	1	3%	-3%	0%	-25%	-2%	2%	9%
O=c1c2ccccc2ncn1Cc1nc2ccccc2s1	37%	-5%	2%	3	1%	-14%	5%	2%	4%	22%	2%
CC(=O)c1cccc(NC(=O)c2cc(-c3ccncc3)nc3ccccc23)c1	-26%	-3%	7%	-2	-1%	-1%	-5%	nt	-3%	nt	21µM*
Cc1ccc(NC(=O)COc2cccc(/C=C3\SC(=S)N(CCC(=O)O)C3=O)c2)cc1Cl	29%	5%	-3%	2	?	16%	?	-24%	10%	-28%	?
COc1ccc(NS(=O)(=O)c2ccc(-n3cnnn3)cc2)cc1OC	-18%	6%	3%	-4	-1%	-4%	-13%	-5%	-5%	10µM*	-18%
Oc1ccc(N=Nc2nccs2)c(O)c1	-75%	?	-6%	-1	?	10%	-21%	7.1µM*	9%	1%	?
COC(=O)CSc1ccc2c(N)c(C(=O)OC)sc2c1	-30%	-1%	9%	1	19µM*	-2%	2%	?	0%	-22%	9%
COc1ccc(C(=O)NC(=O)COC(=O)C2COc3ccccc3O2)cc1 (centres undefined)	-20%	-1%	-1%	5	1%	-3%	0%	-16%	0%	8%	10%
O=C(CC(Cc1ccccc1)C(=O)O)Nc1ccc(F)cc1 (centres undefined)	17%	nt	0%	-4	4%	-4%	6%	-15%	0%	-1%	0%
CCCCn1c(C)cc(C)c(S(=O)(=O)c2ccccc2C)c1=O	-14%	2%	1%	18	3%	3%	0%	?	-4%	0%	-24%
COc1ccc(S(=O)(=O)NCc2ccccn2)c(Cl)c1Cl	0%	-9%	0%	3	-1%	0%	-9%	?	-1%	-15%	-1%
C/C(=N\NC(=O)Cc1ccccc1)c1cccnc1	24%	9%	-6%	0	0%	-6%	2%	-18%	-1%	-10%	?
Cc1cc(OC2CCCCC2)nc(NCc2ccccc2)n1	6%	-2%	?	5	0%	-8%	-2%	-39%	-5%	2%	-14%

Full records, quoted from the list. Order of values: BRCA1 expr act, p53 reactivation, Tb PFK inh, TRPV1 agonist, FLuc modulator, NPC1 prom act, Rab9 promoter act, RORg inh, ELG1 genotox, Gal4-VP16 FLuc, ELG1 repair inh
`O=C(CC(Cc1ccccc1)C(=O)O)Nc1ccc(F)cc1` (centres undefined) is listed as 17%, nt, 0%, -4, 4%, -4%, 6%, -15%, 0%, -1%, 0%
`COC(=O)CSc1ccc2c(N)c(C(=O)OC)sc2c1` is listed as -30%, -1%, 9%, 1, 19µM*, -2%, 2%, ?, 0%, -22%, 9%

Further entries follow:
SMILES	BRCA1 expr act	p53 reactivation	Tb PFK inh	TRPV1 agonist	FLuc modulator	NPC1 prom act	Rab9 promoter act	RORg inh	ELG1 genotox	Gal4-VP16 FLuc	ELG1 repair inh
O=C(Nc1ccccc1)/C(=C/c1cccc(Br)c1)NC(=O)c1ccco1	-12%	19%	-8%	3	2%	0%	-3%	24%	-3%	?	11%
O=C(c1cc2cc(Br)cc(Br)c2oc1=O)N1CCOCC1	34%	nt	-3%	88*	0%	-2%	3%	-31%	1%	-1%	3%
N#CCCn1cc(CNCc2ccccc2)c(-c2cccc([N+](=O)[O-])c2)n1	-21%	-3%	1%	2	15%	0%	-14%	-4%	3%	-13%	-3%
O=C(COc1ccc(F)cc1)NCC1(N2CCOCC2)CCCCC1	0%	9%	0%	5	-3%	1%	-1%	nt	2%	nt	4%
COc1cc([N+](=O)[O-])ccc1N/C=C/C(=O)c1cccs1	-66%	-2%	-9%	6	0.12µM*	0.5µM*	1.1µM*	8.9µM*	?	8.9µM*	?
COC(=O)c1ccc(CN2C(=O)c3ccccc3C2=O)o1	-6%	5%	1%	-1	1%	-2%	0%	-20%	5%	7%	16%
